High-throughput results (PubChem)
KinaseGlo FLuc: Counterscreen for Luciferase (Kinase-Glo TM) Inhibition | Potency, µM (highest dose often 38.3 µM), without a hit: top-dose activity change, negative = inhibition, most hits filed as inhibitors | 0.28% of 200,000 active | Kinase-Glo luciferase, ATP luminescence, 8 min | Luciferin 4-monooxygenase (Photuris pensylvanica), Q27757; further: on the % scale 0 is the no-effect control and ±100 the full control effect; nearly all actives have a fitted effect of over 60% in size
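Kinase-Glo luciferase light output from ATP and luciferin was measured with 10 uM ATP, within the enzyme's linear range. Buffer: 50 mM imidazole pH 7.2, 50 mM KCl, 7 mM MgCl2, 0.01% Tween 20, 0.05% BSA; luminescence read after 8 min at ambient temperature.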
IMPase Li inh: qHTS Assay for Identifying the Cell-Membrane Permeable IMPase Inhibitors: Potentiation with Lithium; CHO-M1 cells, IP1 TR-FRET (IP-One), carbachol + lithium; Potency, µM (series often up to 59.4 µM), without a hit: top-dose activity, negative = IMPase inhibition, actives largely listed as inhibitors; 0.35% of 210,000 active;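 further: IP1 builds up when IMPase is blocked and the TR-FRET signal falls; plate controls were basal vehicle for no effect and high inhibitor control for full effect; nearly all actives have a fitted effect of over 50% in size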
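Concentration–response in CHO-M1 cells, lithium-potentiated; 30 min at 37C. IP1 detected by competitive TR-FRET after 10 min lysis at RT. Hill-fitted AC50.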
RECQ1 inh: qHTS Assay for Inhibitors of RecQ-Like Dna Helicase 1 (RECQ1). AID 2549, 2010. ATP-dependent DNA helicase Q1 (Homo sapiens), P46063. Potency, µM (doses to about 57.3 µM), for inactives: at the top dose activity, negative = inhibition, actives largely listed as inhibitors. RECQ1 DNA unwinding, red fluorescence kinetic read. 0.54% of 240,000 active;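 further: plate controls were vehicle for no effect and no enzyme for full effect; nearly all actives have a fitted effect of over 30% in size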
Target sequence (P46063 whole entry, looked up): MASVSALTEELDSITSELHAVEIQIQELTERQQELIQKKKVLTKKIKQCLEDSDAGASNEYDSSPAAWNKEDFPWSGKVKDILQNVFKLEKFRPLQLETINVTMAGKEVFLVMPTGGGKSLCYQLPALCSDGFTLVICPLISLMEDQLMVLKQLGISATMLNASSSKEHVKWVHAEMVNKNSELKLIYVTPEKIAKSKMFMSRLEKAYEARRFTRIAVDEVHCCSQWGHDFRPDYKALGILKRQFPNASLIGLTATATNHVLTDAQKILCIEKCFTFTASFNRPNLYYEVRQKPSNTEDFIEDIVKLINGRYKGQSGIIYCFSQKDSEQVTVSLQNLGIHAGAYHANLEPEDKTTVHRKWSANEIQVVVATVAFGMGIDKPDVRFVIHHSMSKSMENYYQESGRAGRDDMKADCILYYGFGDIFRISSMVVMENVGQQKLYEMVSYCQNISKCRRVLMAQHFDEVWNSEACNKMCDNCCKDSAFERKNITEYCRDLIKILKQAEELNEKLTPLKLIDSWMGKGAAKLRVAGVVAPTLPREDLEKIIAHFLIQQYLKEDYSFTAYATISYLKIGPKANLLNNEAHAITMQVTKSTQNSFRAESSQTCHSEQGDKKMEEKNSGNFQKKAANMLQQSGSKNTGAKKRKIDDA
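RECQ1T1 50 nM; forked duplex (20 bp + 30-nt ss tails) 200 nM, ATP 2 mM final; pH 8.0, 2 mM MgCl2, 2.5 ug/ml poly(dI-dC); 15 min compound preincubation; discontinuous kinetic read over 2 h at RT.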
NPSR antag: qHTS Assay for Antagonists of the Neuropeptide S Receptor: cAMP Signal Transduction; Q6W5P4; CHO-NPSR cells, cAMP TR-FRET, antagonist mode; Potency, µM (titrated, usually from 38.3 µM), for inactives: at the highest dose activity change, negative = inhibition, hits mostly inhibitors; 1% of 220,000 active; further: on the % scale 0 is the no-effect control and ±100 the full control effect; nearly all actives have a fitted effect of over 50% in size; many of its hits are not listed in these tables
SMN2 splice enh: qHTS Assay for Enhancers of SMN2 Splice Variant Expression. HEK293 SMN2-luciferase splicing reporter, luminescence, 30-36 h. Potency, µM (highest dose often 46.1 µM), for inactives: top-dose activity change, positive = activation, usual class: activators. 2.8% of 210,000 active. AID 1458, 2008; further: % of control where 0% means no effect; nearly all actives have a fitted effect of over 55% in size
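HEK293 cells carry an SMN2 […]–luciferase reporter in which exon 7 inclusion puts luciferase in frame. Cells were plated 10-12 h before compound addition, then incubated 30-36 h at 37C. ONE-Glo luminescence was read; sodium butyrate at 4.5 mM final served as control.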
GoLoco inh red: qHTS Assay for Inhibitors of RGS12 GoLoco Motif Activity (Red Fluorophore). Gai1:RGS12 GoLoco peptide FP, rhodamine, 10 min. Potency, µM (doses to about 61.6 µM), for inactives: at the highest dose activity, negative = inhibition, usual class: inhibitors. 0.44% of 230,000 active. AID 880, 2007; active means well fitted inhibition curve with a large enough effect, not every such curve was filed as active; inactive means no such curve, though single readings can be large or run the other way; further: on the % scale 0 is the no-effect control and ±100 the full control effect; nearly all actives have a fitted effect of over 30% in size; many of its hits are not listed in these tables
KDM4E inh: qHTS Assay for Inhibitors of Human Jumonji Domain Containing 2E (JMJD2E). Potency, µM (top dose mostly 57.1 µM), without a hit: at the highest dose activity change, negative = inhibition, hits mostly inhibitors. AID 2147, 2009. JMJD2E catalytic domain, FDH-coupled NADH fluorescence (FDH is formaldehyde dehydrogenase). 1.6% of 230,000 active; active means well fitted inhibition curve with a large enough effect, not every such curve was filed as active; inconclusive means small, poorly fitted or top-dose-only effect, or another doubt; inactive means no such curve, though single readings can be large or run the other way;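 further: 0% = wells with enzyme and -100% = buffer wells without enzyme; nearly all actives have a fitted effect of over 50% in size; many of its hits are not listed in these tables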
Target sequence (B2RXH2 1-337 limits assumed): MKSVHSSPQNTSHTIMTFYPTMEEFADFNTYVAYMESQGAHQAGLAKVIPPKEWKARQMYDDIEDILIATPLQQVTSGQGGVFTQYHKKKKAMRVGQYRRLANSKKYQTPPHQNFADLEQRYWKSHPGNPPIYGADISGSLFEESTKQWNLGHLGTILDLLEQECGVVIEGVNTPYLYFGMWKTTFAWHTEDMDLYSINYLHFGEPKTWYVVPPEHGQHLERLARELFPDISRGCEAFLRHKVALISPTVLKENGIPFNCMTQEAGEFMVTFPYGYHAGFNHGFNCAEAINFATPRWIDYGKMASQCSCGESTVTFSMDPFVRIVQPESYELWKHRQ
Epigenetic reg: Quantitative High-Throughput Screen for Regulators of Epigenetic Control; AID 1865, 2009; 0.2% of 280,000 active; Potency, µM (series often up to 53.9 µM), for inactives: at the highest dose GFP activation, usual class: activators; murine LDR cells, GFP reporter derepression, 30 h; further: % of control where 0% means no effect; nearly all actives have a fitted effect of over 60% in size
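Murine LDR cells carrying a silenced, genomically integrated CMV-driven GFP reporter were exposed to compound for 30 hours at 37 C. After PBS washes, GFP-positive cells (20–120 um objects) were counted by laser-scanning microplate cytometry.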
* hit, by the source's call; i = inactive; ? = inconclusive; / = no result given; [ ] = remark or other dose. Unless noted, the call rests on the fitted dose curve; in most records, active means well fitted curve in the direction sought with a large enough effect; inconclusive means small, poorly fitted or top-dose-only effect, or another doubt; inactive means no such curve, though single readings can be large; an effect the other way counts as inactive or inconclusive. Potency means the concentration at half of the fitted maximal effect. A portion of the library; count on the stated rates, not on these rows.

SMILES	KinaseGlo FLuc	IMPase Li inh	RECQ1 inh	NPSR antag	SMN2 splice enh	GoLoco inh red	KDM4E inh	Epigenetic reg
CCOC(=O)c1ccc(N2CN(CC)CNC2=S)cc1	0%	-6%	-1%	-6%[46.1 µM]	8%	3%	0%	0.0%
Cc1ccc(S(=O)(=O)NCc2ccncc2)c(C)c1C	-2%	2%	-6%	-9%	/	11%	-10%	0.0%
CCc1ccccc1N1C(=O)CC(N2CCc3ccccc32)C1=O (stereo not given)	2%	7%	i	3%	1%	16%	6%	0.0%
Cc1ccc(-n2nnnc2CSc2nnc(-c3ccc(O)cc3)o2)cc1	-1%	0%	-9%	-9%	-21%	-6%	3%	1.5%
O=C(Nc1ccccc1C(=O)O)c1ccc2ccccc2n1	-16%	-3%[38.3 µM]	-4%	-24%[46.1 µM]	?	43%[activator]	1%	-2.2%
COc1cc(S(=O)(=O)N(Cc2cccnc2)Cc2ccco2)ccc1-n1cnnn1	-2%	0%[38.3 µM]	-9%	8%[7.67 µM]	0%	0%	-6%	5.2%
O=Cc1ccc2oc3nc4n(c(=O)c3c(=O)c2c1)CCCS4	2%	25%[38.3 µM]	13µM*	-16%[46.1 µM]	16%	6%	-24%	1.8%
CC1=C(C#N)C(C(F)(F)F)(C(F)(F)F)N=C(c2ccco2)N1	0%	14%[38.3 µM]	-3%	-5%[46.1 µM]	?	6%	0%	0.0%
CCCCC(SCC(=O)Nc1ccccc1)C(=O)O (stereo not given)	0%	-19%[38.3 µM]	-11%	-1%[46.1 µM]	4%	9%	-3%	-0.8%
NC1=NC(=O)/C(=C\c2ccc(O)c([N+](=O)[O-])c2)S1	?	28%	-11%	-16%	-6%	-7%	9%	-1.9%
O=S(=O)(Nc1ccncc1Cl)c1ccc2ccccc2c1	5%	1%	9%	-13%	-8%	2%	4%	3.4%
N#C/C(C(=O)N1CCCCC1)=C1\Nc2ccccc2S1	-2%	26%[38.3 µM]	-24%	-16%[46.1 µM]	18µM*	3%	-6%	0.0%
C=CCN(c1ccc(F)cc1)S(=O)(=O)c1cc(C(=O)OCC(=O)N(C)C2CCS(=O)(=O)C2)ccc1Cl (stereo not given)	/	/	-15%	-10%	/	5%	-21%	-0.4%
COc1ccccc1-n1c(CNC(=O)c2ccco2)nnc1SCC(=O)Nc1ccc(F)cc1	0%	3%[38.3 µM]	-17%	-6%[46.1 µM]	-3%	7%	-2%	-1.2%
CC(C)(C)NS(=O)(=O)c1ccc(CCC(=O)Nc2cc(Cl)ccc2Oc2ccccc2)cc1	-3%	37%[activator][38.3 µM]	-5%	?	/	-11%	-8%	0.0%
COc1cccc(/C=C/C(=O)OCC(=O)c2c[nH]c3ccccc23)c1OC	2%	10%	0%	11%	-15%	-1%	?	0.0%
CCOc1ccc(NC(=O)c2cc(SC)ccc2Cl)cc1	-4%	6%	-3%	4%	4%	0%	0%	1.5%
O=C(NCCCN1CCOCC1)c1ccc2c(c1)N(Cc1ccccc1)CCS2	/	/	-22%	-18%	/	4%	?	3.2%
CCNC(=O)CC1C(=O)N(CC)C(=S)N1NC(=O)c1ccc(Cl)cc1 (stereo not given)	4%	4%[38.3 µM]	0%	-9%[46.1 µM]	-29%	-5%	-1%	0.4%
Cc1ccc(-n2c(=S)[nH]c3sc4c(c3c2=O)CCc2ccccc2-4)cc1	/	/	-5%	16%[46.1 µM]	/	/	1%	-0.9%

Compound profiles, as listed above. Order of values: KinaseGlo FLuc, IMPase Li inh, RECQ1 inh, NPSR antag, SMN2 splice enh, GoLoco inh red, KDM4E inh, Epigenetic reg
C=CCN(c1ccc(F)cc1)S(=O)(=O)c1cc(C(=O)OCC(=O)N(C)C2CCS(=O)(=O)C2)ccc1Cl (stereo not given) as listed: /, /, -15%, -10%, /, 5%, -21%, -0.4%
O=S(=O)(Nc1ccncc1Cl)c1ccc2ccccc2c1 as listed: 5%, 1%, 9%, -13%, -8%, 2%, 4%, 3.4%
N#C/C(C(=O)N1CCCCC1)=C1\Nc2ccccc2S1 as listed: -2%, 26%[38.3 µM], -24%, -16%[46.1 µM], 18µM*, 3%, -6%, 0.0%
CCNC(=O)CC1C(=O)N(CC)C(=S)N1NC(=O)c1ccc(Cl)cc1 (stereo not given) as listed: 4%, 4%[38.3 µM], 0%, -9%[46.1 µM], -29%, -5%, -1%, 0.4%
COc1cccc(/C=C/C(=O)OCC(=O)c2c[nH]c3ccccc23)c1OC as listed: 2%, 10%, 0%, 11%, -15%, -1%, ?, 0.0%

(list continues)
SMILES	KinaseGlo FLuc	IMPase Li inh	RECQ1 inh	NPSR antag	SMN2 splice enh	GoLoco inh red	KDM4E inh	Epigenetic reg
COc1ccc(C2CC3(O)CC(C#N)(C(=O)N3)C2(C#N)C#N)cc1 (stereo not given)	/	/	-6%	-20%	/	-7%	-17%	0.5%
Cc1ccc(Cl)cc1NC(=O)COC(=O)CC1CC2CCC1C2 (stereo not given)	2%	25%[38.3 µM]	-15%	-17%[46.1 µM]	-27%	5%	2%	-0.3%
CCN(CCCNC(=O)CCCCn1c(=O)[nH]c2ccccc2c1=O)c1ccccc1	0%	9%[38.3 µM]	-1%	-13%[46.1 µM]	-11%	-9%	-4%	-1.1%
COc1ccccc1OCCOc1ccccc1/C=N/n1cnnc1	2%	23%[38.3 µM]	-11%	-8%[46.1 µM]	-2%	0%	-6%	-0.9%
O=C(Nc1nnc(-c2ccc3c(c2)CCCC3)o1)C1CCCCC1	-1%	-5%[38.3 µM]	-12%	-5%[46.1 µM]	1%	17%	-7%	-0.2%
O=C(CN1CCN(C/C=C/c2ccccc2)CC1)NCc1ccccc1	1%	19%	-9%	1%	-9%	8%	-2%	-0.5%
CC1CCN(c2ccc(NC(=S)NC(=O)c3ccc(-c4cccc([N+](=O)[O-])c4)o3)cc2)CC1	-2%	34%[38.3 µM]	-13%	-7%[46.1 µM]	-8%	15%	-11%	-1.0%
CC(=O)c1ccn(S(=O)(=O)c2ccccc2)c1	0%	-2%	4%	7%	5%	-1%	2%	-1.0%
Cc1nnc(Oc2ccccc2)c2ccccc12	1%	-1%[38.3 µM]	-5%	13%[46.1 µM]	-17%	1%	4%	4.1%
c1ccc(Cn2nnnc2C(c2ccncc2)N2CCOCC2)cc1 (stereo not given)	-2%	-6%[38.3 µM]	-7%	-6%[46.1 µM]	7%	0%	3%	-0.9%
COc1ccc(/C=C/C(=O)NC(=S)N2CCN(c3ccccc3OC)CC2)cc1	/	/	-5%	-13%	/	-7%	1%	2.0%
CC(=O)N1c2ccc(N=Cc3cc(Br)cc(Br)c3O)cc2CC1C (stereo not given)	/	/	i	-29%	/	130%[activator]	?	0.0%
O=[N+]([O-])c1cc(F)c(N2CCCCC2)cc1N1CCOCC1	/	/	-6%	-11%[46.1 µM]	/	/	3%	-1.9%
O=[N+]([O-])c1ccc([N+](=O)[O-])c(Nc2ccc(N3CCOCC3)cc2)c1	-2%	14%	22%	-33%	1%	7%	5%	0.0%
O=c1cc2c(nn1Cc1ccccc1Cl)-c1ccccc1CC2	19%	15%[38.3 µM]	-18%	-13%[46.1 µM]	20%	8%	-17%	-1.0%
CCCCNC(=S)Nc1ccc2nc3n(c(=O)c2c1)CCCCC3	-1%	-1%	-16%	7%	-6%	3%	?	-1.1%
O=C(O)CC(NC(=O)OCc1ccccc1)c1ccccc1 (stereo not given)	0%	?	-2%	-7%[46.1 µM]	-1%	2%	2%	-0.9%
CCCCCC(=O)Nc1nc(C)c(-c2csc(Nc3ccc(Cl)cc3)n2)s1	-1%	-6%[38.3 µM]	-15%	-25%[46.1 µM]	-24%	45%[activator]	?	-1.7%
O=C(Cc1ccccc1)N(c1ccc(F)cc1)C1C=CS(=O)(=O)C1 (stereo not given)	5%	-11%[38.3 µM]	2%	-6%[46.1 µM]	10%	2%	-2%	-2.0%
CC(C)(C)CN1CCNC(=O)C1CC(=O)N1CCOc2ccccc2C1 (stereo not given)	-3%	-2%	-3%	-6%	/	-8%	?	1.3%
C/C(=N\N1C(=O)CSC1=S)c1ccc(Br)cc1	-1%	15%	i	5%	12%	88%[activator]	-4%	-2.5%
COC(=O)c1c(C)[nH]c(C)c1-c1cccc([N+](=O)[O-])c1	4%	-3%	0%	2%	-29%	0%	-2%	2.2%
N/C(=N\OC(=O)c1cccs1)c1ccccc1	10µM*	-6%	-5%	21%	?	4%	-3%	0.0%
O=C(Oc1ccccc1)N1CCC2(CC1)CN(c1ccccc1)C2	-2%	5%	-8%	/	-56%[inhibitor]	7%	/	/
COC(=O)CNC(=O)/C=C/c1cc(Br)ccc1OC	1%	-10%	-1%	6%	-17%	11%	?	5.9%
COC(=O)c1ccc2c(c1)C(C)(C)C(/C=C/c1ccc(OC)c(OC)c1OC)=[N+]2C	-5%	9%[38.3 µM]	?	10µM*	-77%[inhibitor]	83%[activator]	-161%	0.9%
O=C(O)/C=C/c1ccc(S(=O)(=O)Nc2ccc(OCc3ccccc3)cc2)cc1	/	/	-4%	-13%	/	3%	-2%	1.1%
O=C(O)CCn1cc(/C=C/C(=O)c2ccc(Cl)cc2)c(-c2ccc(Br)cc2)n1	/	/	-24%	?	/	/	-7%	-0.9%
O=C(NC1(C(F)(F)F)NC(=O)N(c2ccc(F)cc2)C1=O)c1ccncc1 (stereo not given)	-1%	-5%	9%	7%	0%	22%	4%	2.2%
COC(=O)c1sccc1NC(=O)c1ccc(OC)c(OC)c1	-3%	0%[38.3 µM]	-8%	0%[46.1 µM]	0%	9%	?	7.8%
O=C(CN(Cc1ccccc1)C(=O)c1ccc2c(c1)OCCO2)NCc1ccc2c(c1)OCO2	-4%	12%[38.3 µM]	-15%	-27%[46.1 µM]	-5%	-2%	6%	-3.4%
CCOC(=O)N1CCN(CCC(=O)Nc2ccc(C)cc2)CC1	-6%	28%[38.3 µM]	7%	6%[46.1 µM]	-2%	-2%	-4%	1.0%
CCC1Oc2ccccc2N(CC(=O)NCCCN2CCC(C)CC2)C1=O (stereo not given)	0%	9%[38.3 µM]	-12%	-10%[46.1 µM]	-6%	6%	5%	3.2%
